Screens: PubChem BioAssay, Johns Hopkins Ion Channel Center
ANO1 block: blocks the mouse calcium-activated chloride channel TMEM16A; Q8BHY3; HEK293 TMEM16A/YFP iodide influx fluorescence, ionomycin; normalized B-score (activity score, 25-100; higher = stronger inhibition) at 10 µM; 310,000 tested, 1.2% active; AID 588511;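 active means ratio plate-corrected score three or more library SD toward inhibition, starting fluorescence score within five deviations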;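 further: score derived from kinetic fluorescence span divided by baseline fluorescence per well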
KCNQ1 inh: blocks the human KCNQ1 potassium channel | P51787 | CHO-K1 KCNQ1, FluxOR thallium flux fluorescence; hits give high values | B-score at 10 µM | 310,000 tested, 1.3% active | AID 2642;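 active means compounds whose thallium flux B-score, printed positive for inhibition, exceeds three library SD while starting fluorescence stays within three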;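 further: channel opened by potassium depolarization with thallium stimulus after 20 min compound exposure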
MrgX1 PAM: allosterically activates human MrgX1 receptor signaling; Q96LB2; MrgX1-HEK293, Fluo-4 calcium flux, FDSS; hits give high values; B-score at 10 µM; 310,000 tested, 0.63% active; AID 588675;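 active means plate-corrected calcium response at least 3 library SD above typical, normal starting fluorescence, not activating the receptor alone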;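 further: compound read alongside a low EC10 to EC30 dose of BAM8-22 agonist; peak minus trough fluorescence over baseline measured at the second addition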
Target sequence (Q96LB2 whole entry, looked up): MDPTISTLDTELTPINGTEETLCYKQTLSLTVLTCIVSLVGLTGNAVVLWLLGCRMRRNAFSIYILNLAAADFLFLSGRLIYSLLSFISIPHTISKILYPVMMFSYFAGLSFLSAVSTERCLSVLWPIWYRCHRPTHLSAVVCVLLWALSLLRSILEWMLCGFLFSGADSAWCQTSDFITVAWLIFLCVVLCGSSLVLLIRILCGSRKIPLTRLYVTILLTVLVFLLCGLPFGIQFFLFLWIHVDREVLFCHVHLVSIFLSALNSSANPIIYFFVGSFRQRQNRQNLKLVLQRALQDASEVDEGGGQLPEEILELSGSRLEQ
ANO1 activ: activates or potentiates the mouse TMEM16A chloride channel | HEK293 TMEM16A/YFP-H148Q/I152L, iodide quench fluorescence; hits give low values | B-score at 10 µM | Q8BHY3 | 340,000 tested, 0.3% active;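 active means fluorescence-ratio B-score plate-corrected deviation score at least 3 library SD below zero, with starting fluorescence score within 5 deviations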;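 further: channel opened by trigger with iodide after compound preincubation; score built on the fluorescence ratio of max minus min over baseline; more negative score means more quench and so TMEM16A activation or potentiation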
RGS4 inh: human RGS4 inhibition | HEK293 M3R/RGS4 inducible, Fluo-4 calcium flux; hits give high values; triggered by carbachol at its EC20 | 310,000 tested, 0.45% active | B-score at 10 µM;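 active means B-score, a plate-corrected calcium signal, over three deviations above library mean, with baseline fluorescence within five deviations of library mean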;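 further: RGS4 expression induced by doxycycline in cells with stable M3 receptor; B-score is computed from the integrated fluorescence ratio over baseline after carbachol; higher B-score means a larger calcium signal and so more RGS4 inhibition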
Target sequence (P49798 whole entry, looked up): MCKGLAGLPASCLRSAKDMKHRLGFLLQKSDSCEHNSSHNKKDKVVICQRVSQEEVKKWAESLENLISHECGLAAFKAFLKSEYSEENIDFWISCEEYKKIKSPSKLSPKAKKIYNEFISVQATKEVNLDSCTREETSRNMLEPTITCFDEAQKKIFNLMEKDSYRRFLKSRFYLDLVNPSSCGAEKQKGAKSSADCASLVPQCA
RGS4 pot: RGS4 potentiation or activation | HEK293 M3R/inducible RGS4, carbachol calcium flux Fluo4; hits give low values | B-score at 10 µM | 310,000 tested, 0.92% active;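 active means B-score of the integrated calcium signal more than 4 SD below the library mean, with starting fluorescence not abnormally high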;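 further: negative B-score means reduced calcium response which marks RGS4 activation or potentiation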
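Assay system: HEK293 FlpIn-TREx cells, stable M3R, doxycycline-inducible RGS4 / Probe or stimulus: carbachol, ECmax concentration / Times: overnight RGS4 induction, 30 min dye load 37 °C, 20 min compound RT / Signal: kinetic calcium fluorescence imaging with Fluo4-AM dye, 2 µM / Measure: Agonist-evoked peak-minus-minimum fluorescence over baseline, integrated ratio, B score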
KCNK3 block: human KCNK3 channel inhibition, primary screen; O14649; CHO-KCNK3 thallium flux, FluxOR fluorescence; hits give low values; B-score at 10 µM; 340,000 tested, 0.84% active; AID 602410;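 active means B-score under library mean minus 4 SD, starting fluorescence ratio at most library mean plus 5 SD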;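 further: more negative B-score means stronger inhibition of thallium flux through KCNK3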
Target sequence (O14649 whole entry, looked up): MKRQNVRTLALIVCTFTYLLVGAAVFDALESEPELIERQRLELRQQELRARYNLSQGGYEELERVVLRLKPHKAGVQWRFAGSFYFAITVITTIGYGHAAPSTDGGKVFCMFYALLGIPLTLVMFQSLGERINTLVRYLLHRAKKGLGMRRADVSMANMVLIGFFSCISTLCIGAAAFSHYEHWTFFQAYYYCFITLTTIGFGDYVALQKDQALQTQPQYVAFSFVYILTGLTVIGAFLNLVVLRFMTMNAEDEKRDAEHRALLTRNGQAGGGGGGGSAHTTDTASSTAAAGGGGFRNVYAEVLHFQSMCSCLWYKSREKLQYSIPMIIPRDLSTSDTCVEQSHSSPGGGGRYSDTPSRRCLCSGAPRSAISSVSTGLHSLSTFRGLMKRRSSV
KCNK9 inh: inhibitors of human KCNK9 two-pore domain potassium channel; HEK293 KCNK9, FluxOR thallium flux fluorescence; hits give low values; B-score at 10 µM; 310,000 tested, 1.2% active;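 active means ratio B-score over 3 SD below the library mean, with starting fluorescence within 5 SD of its mean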;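 further: negative B-score means less thallium flux so channel inhibition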
hERG rescue: shields human hERG channel from block by proarrhythmic agents; Q12809; CHO-hERG, FluxOR thallium flux, dofetilide IC70 present; activation (rescue from dofetilide block), less the hit threshold, % at 10 µM; 310,000 tested, 0.51% active; AID 1511;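 active means activation above the mean of controls blocked by dofetilide plus 5 SD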;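 further: thallium influx through hERG after potassium depolarization seen as dye fluorescence rise; in these data hits start at about 4.7%; inactives centre near -7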
KCNQ1 act: potentiates or activates the human KCNQ1 potassium channel. B-score at 10 µM. CHO-K1 KCNQ1, thallium flux FluxOR fluorescence; hits give high values. AID 2648. 310,000 tested, 0.35% active;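 active means fluorescence ratio B-score, a plate-corrected score, at least three library SD, with initial intensity B-score within 5 SD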
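Assay system: CHO-K1 cells stably expressing KCNQ1. Medium: assay buffer for compound exposure, DMSO matched across wells. Timing: 37 °C overnight plating, 90-min dark dye load, 20-min compound pretreatment. Signal: kinetic FluxOR fluorescence, 10 s baseline plus 110 s post-stimulus.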
MrgX1 ag: activates human MrgX1 receptor signaling; MrgX1-HEK293 cells, Fluo-4 calcium fluorescence, agonist mode; hits give high values; AID 588627; 310,000 tested, 0.44% active; B-score at 10 µM;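 active means calcium response B-score plate-corrected fluorescence ratio at least 3 library SD, with starting fluorescence B-score inside 5 SD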
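times = overnight plating, then 30 min 37 °C plus 30 min room-temperature dye loading | assay system = stable human MrgX1 HEK293 cell line | input = fifteen thousand cells per well | signal = kinetic calcium dye fluorescence, Fluo-4 NW | dosing = compound delivered in addition one of three | read-out = B-scored fluorescence response ratio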
An asterisk follows results filed as active; i = inactive; · = no result given.

Compound	RGS4 pot	MrgX1 ag	KCNK9 inh	hERG rescue	KCNQ1 act	ANO1 activ	RGS4 inh	KCNK3 block	ANO1 block	MrgX1 PAM	KCNQ1 inh
CCNS(=O)(=O)c1cccc(C(=O)c2c(C)cc3ccccn23)c1	i	i	i	-11	i	i	i	i	i	i	i
O=C(NCCN1CCOCC1)c1ccc2c(c1)N(Cc1ccc(F)cc1)C(=O)c1ccccc1S2(=O)=O	i	i	i	-9	i	i	i	i	i	i	i
Cc1ccc(-c2nc(CS(=O)CC(=O)N3CCN(c4ncccn4)CC3)c(C)o2)cc1 (configuration not stated)	i	i	i	-8	i	i	i	i	i	i	i
O=C(c1cccs1)N1CCN(Cc2ccccc2[N+](=O)[O-])CC1	i	i	i	-3	i	i	i	i	i	i	i
O=C(N/N=C/c1ccc(Cl)cc1Cl)c1ccncc1	i	i	i	2	i	i	i	i	i	i	i
Cc1ccccc1NC(=O)CSc1nnc2ccc(-c3ccccn3)nn12	i	i	i	-9	i	i	i	i	i	i	i
CCOC(=O)NC1C=CS(=O)(=O)C1 (configuration not stated)	i	i	i	-6	i	i	i	i	i	i	i
O=C(/C=C/c1ccco1)N/C(=C\c1ccccc1)C(=O)NCCc1nc2ccccc2[nH]1	i	i	i	-8	i	i	i	i	i	i	i
O=C(CSc1ccc(-c2nc3ccccc3[nH]2)cn1)Nc1ccc(S(=O)(=O)N2CCCC2)cc1	-7.1*	i	i	-2	i	i	i	i	i	i	i
O=C(NCc1ccco1)c1ccccc1	i	i	i	-1	i	i	i	i	i	i	i
Cc1ccc(S(=O)(=O)Nc2cccc(C(=O)N3CCOCC3)c2)c(C)c1NS(C)(=O)=O	i	i	i	-11	i	i	i	i	i	i	i
N/C(=N\S(=O)(=O)c1ccc(Cl)cc1)N1CCOCC1	i	i	i	-5	i	i	i	i	i	i	i
CC(C)c1ccc(N2C(=O)[C@@H]3Cc4ccccc4CN3C2=O)cc1	i	i	i	-12	i	i	i	i	i	i	i
CCOC(=O)COc1ccccc1C1Nc2ccccc2C(=O)N1c1cccc(Cl)c1 (configuration not stated)	i	i	-14*	-1	i	i	i	-11*	i	i	i
COc1ccccc1N1CCN(C(=O)CCc2nnc3ccc(N4CCCC4)nn23)CC1	i	i	i	-20	i	i	i	i	i	i	i
O=C(c1ccc2snnc2c1)N1CCN(c2ccccn2)CC1	i	i	i	-5	i	i	i	i	i	i	i
Cc1ccnc(NCc2ccc(Cl)cc2)c1	i	i	i	1	i	i	i	i	i	i	i
CCC1CCCCN1CCCNC(=O)CCNC(=O)Cn1cnc2ccccc2c1=O (configuration not stated)	i	i	i	-4	i	i	i	i	i	i	i
CCn1nc(C(=O)Nc2ccc(S(=O)(=O)Nc3nccs3)cc2)c2ccccc2c1=O	i	i	i	-9	i	i	i	i	i	i	i
Cc1cc(C)nc(Oc2ccc(Br)cc2Br)n1	i	i	i	-4	i	i	i	i	i	i	i
CCOC(=O)c1c(Nc2ccccc2N)cc(C)nc1C	i	i	i	-10	i	i	i	i	i	i	i
CCOC(=O)C1=c2/c(=C/c3ccccc3OC)c(N)c(C#N)n2C(=O)C(c2ccccc2OC)S1 (configuration not stated)	i	·	i	-9	i	·	i	·	·	·	i
O=C(CCSc1nnc2ccc3ccccc3n12)Nc1ccc(F)cc1	i	i	i	-8	i	i	i	i	i	i	i
C/C(=N/NS(C)(=O)=O)c1ccc2ccccc2c1	i	i	i	-12	i	i	i	i	i	i	i
NC1=NC[C@@H](Cc2ccc(O)cc2)N1CCC12CC3CC(CC(C3)C1)C2	i	i	i	-11	i	i	i	i	i	i	i
Cc1cnc(C(=O)OCC(=O)N2CCc3ccccc32)cn1	i	i	i	-10	i	i	i	i	i	i	i
COc1ccc(OCCNC(=O)c2ccc(C)cc2)cc1	i	i	i	-8	i	·	i	i	i	i	i
COc1cc(/C=C(\C#N)C(=O)Nc2cccc(C(=O)O)c2)ccc1OCc1ccc(Cl)cc1	i	i	i	-8	i	i	i	i	i	i	i
Cc1cc(=O)n(CCCc2ccccc2)[nH]1	i	i	i	-3	i	i	i	i	i	i	i
Cc1cccc(NC(=O)NC2(C(=O)NCc3ccco3)CCCCC2)c1	i	i	i	-4	i	i	i	i	i	i	i
O=C(CNC(=S)N(Cc1ccccc1)Cc1cccs1)NCc1ccc(F)cc1	i	·	i	-8	i	i	i	i	·	·	i
O=C(NC1CC1)c1c(O)c2ccccc2[nH]c1=O	i	i	i	-3	i	i	i	i	i	i	i
C=CCc1ccc(OC(=O)NC2CCCCC2)c(OC)c1	i	i	i	-6	i	i	i	i	i	i	i
CCC(C(=O)NC1CCN(C)CC1)c1ccccc1 (configuration not stated)	i	i	i	-11	i	i	i	i	i	i	i
Cc1c(Cl)cccc1NC(=O)[C@@H](NC(=O)c1ccccc1Cl)C(C)C	i	i	i	-6	i	i	i	i	i	i	i
CCNS(=O)(=O)c1ccc(NC(=O)Cn2cc([N+](=O)[O-])cn2)cc1	i	i	i	-2	i	i	i	i	i	i	i
C=CCN1C(=O)/C(=C\c2ccc(Cl)cc2)N=C1SCC(=O)NC1CCCCC1	i	i	i	-10	i	i	i	i	i	i	i
CCS(=O)(=O)Nc1ccc(-c2cc(-c3ccccc3)c3cc(C)ccc3n2)cc1	i	i	i	-1	i	i	i	i	i	i	i
Cn1c(=O)c2c(nc(Oc3ccc4c(c3)OCO4)n2Cc2ccc(Cl)cc2)n(C)c1=O	i	i	i	0	i	i	i	i	i	i	i
Cc1ccc(C(=O)C2CCN(CC(=O)NCc3ccc(F)cc3)CC2)cc1	i	i	i	-12	i	i	i	i	i	i	i
CC1(C)Cc2c(cnn2-c2ccc(F)cc2)C(NC(=O)c2ccco2)C1 (configuration not stated)	i	i	i	-6	i	i	i	i	i	i	i
CC(C)n1c(-c2ccc(C(C)(C)C)cc2)n[nH]c1=S	i	i	i	-12	i	i	i	i	100*	i	i
CC(=O)Nc1nonc1NC(=O)c1ccc(C(C)(C)C)cc1	i	i	i	-8	i	i	i	i	i	i	i
Cc1ccc(C(=O)Nc2scc(-c3ccccc3)c2C(=O)O)o1	i	i	i	-6	i	i	i	i	i	i	i
CC(=O)OCC[C@H](NS(=O)(=O)OCC(Cl)(Cl)Cl)c1ccccc1	i	i	i	-6	i	i	i	i	i	i	i
CCOC(=O)c1sc(/N=C/C2=C(O)CC(C)(C)CC2=O)c(C(=O)OCC)c1C	i	i	i	-4	i	-35*	i	i	i	i	i
CCCNC(=O)c1c(Cl)cnn1-c1ccc(C)cc1	i	i	i	-5	i	i	i	i	i	i	i
COc1ccc(CN2C(=O)c3cccnc3C2=O)cc1S(=O)(=O)NC1CCCCC1C (configuration not stated)	i	i	i	-13	i	i	i	i	i	i	i
O=C(NCCCN1CCOCC1)c1ccc(Cl)c(S(=O)(=O)N2CCCCCC2)c1	i	i	i	-18	i	i	i	i	i	i	i
COCCNc1nc(N)c([N+](=O)[O-])c(NC2CCCCC2)n1	i	i	i	-6	i	i	i	i	i	i	i

Further structures.
Compound	RGS4 pot	MrgX1 ag	KCNK9 inh	hERG rescue	KCNQ1 act	ANO1 activ	RGS4 inh	KCNK3 block	ANO1 block	MrgX1 PAM	KCNQ1 inh
Cc1ccc(OCC(=O)N(Cc2ccc(N(C)C)cc2)C2CCS(=O)(=O)C2)cc1C (configuration not stated)	i	i	i	-5	i	i	i	i	i	i	i
CC(=O)Nc1ccc(NC(=O)C(C)NC(C)c2cccc3ccccc23)cc1 (configuration not stated)	i	i	i	-10	i	i	i	i	i	i	i
Cc1ccc2oc(=O)c3cnn(CC(=O)NCCC(C)C)c3c2c1	i	i	i	-8	i	i	i	i	i	i	i
Cc1ccc(-c2nc(C3CCCN(S(=O)(=O)c4ccc(C(C)(C)C)cc4)C3)no2)cc1 (configuration not stated)	i	i	i	-8	i	i	i	i	i	i	i
C(=N\c1nccs1)/Nc1nccs1	i	i	i	-3	i	i	i	i	i	i	i
CC[C@H](C)[C@H]1O[C@]2(CC[C@@H]1C)C[C@@H]1C[C@@H](CC=C(C)[C@@H](O[C@H]3C[C@H](OC)[C@@H](O[C@H]4C[C@H](OC)[C@@H](O)[C@H](C)O4)[C@H](C)O3)[C@@H](C)C=CC=C3CO[C@@H]4[C@H](O)C(C)=C[C@@H](C(=O)O1)[C@]34O)O2	·	i	·	·	·	i	·	i	25*	i	·
CCOc1ccc(CCNC(=O)COC(=O)/C=C/c2cccc(OC)c2)cc1OCC	i	i	i	-16	i	i	i	i	i	i	i
C=C1CCN([C@@H](CC(C)C)C(=O)NCc2ccco2)S(=O)(=O)c2ccccc21	i	i	i	-2	i	i	i	i	i	i	i
O=C(NC1CCCCC1)C1c2ccccc2C(=O)N1Cc1ccc2c(c1)OCO2 (configuration not stated)	i	i	i	-8	i	i	i	i	i	i	i
Cc1cc(C(=O)N[C@H](c2ccccc2)[C@@]2(C)C[C@@H]2[C@@H](C)C(=O)Nc2ccc3ccccc3c2)no1	i	i	i	-12	i	i	i	i	i	i	i
O=C(CC1OCC2CCCN2C1=O)Nc1ccc([N+](=O)[O-])cc1 (configuration not stated)	i	i	i	-2	i	i	i	i	i	i	i
COC(=O)C1CN(S(=O)(=O)c2ccc(NC(C)=O)cc2)CCS1 (configuration not stated)	i	i	i	-8	i	i	i	i	i	i	i
Cc1ccc(C(=O)NC2CCCN(c3ccc(C(F)(F)F)cn3)C2)cn1 (configuration not stated)	i	i	i	0	i	i	i	i	i	i	i
COc1cc(CNC(=O)C2CCCC2)cc(OC)c1OC	i	i	i	-5	i	i	i	i	i	i	i
